12-LOX inh = ALOX12 (human) lipoxygenase inhibition; Potency, µM (highest dose often 108 µM), for inactives: at the top dose activity change, negative = inhibition, usual class: inhibitors; AID 1671190; P18054; purified 12hLO, xylenol orange hydroperoxide absorbance; actives 1.1% (n = 580,000); active means well fitted inhibition curve with a large enough effect; inconclusive means small, poorly fitted or top-dose-only effect, or another doubt; inactive means no such curve, though single readings can be large or run the other way
Target sequence (P18054 whole entry, looked up): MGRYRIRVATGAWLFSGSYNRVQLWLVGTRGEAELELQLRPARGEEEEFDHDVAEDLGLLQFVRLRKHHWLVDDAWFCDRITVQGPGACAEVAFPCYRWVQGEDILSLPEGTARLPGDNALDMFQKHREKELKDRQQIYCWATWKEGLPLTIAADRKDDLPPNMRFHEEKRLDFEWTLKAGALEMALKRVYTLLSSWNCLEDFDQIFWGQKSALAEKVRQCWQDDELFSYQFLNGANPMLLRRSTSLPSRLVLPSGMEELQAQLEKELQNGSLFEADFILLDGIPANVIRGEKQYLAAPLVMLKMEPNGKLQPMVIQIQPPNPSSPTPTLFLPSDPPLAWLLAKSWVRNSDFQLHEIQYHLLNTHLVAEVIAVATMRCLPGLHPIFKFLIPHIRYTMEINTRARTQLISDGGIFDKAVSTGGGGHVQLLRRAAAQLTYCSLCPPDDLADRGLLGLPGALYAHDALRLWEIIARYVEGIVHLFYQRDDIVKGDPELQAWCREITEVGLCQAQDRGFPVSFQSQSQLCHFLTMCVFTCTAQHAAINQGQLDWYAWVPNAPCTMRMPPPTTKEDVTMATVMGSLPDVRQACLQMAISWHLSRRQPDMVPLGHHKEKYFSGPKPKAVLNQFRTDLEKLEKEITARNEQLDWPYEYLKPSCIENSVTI
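Hydroperoxide product was detected by ferrous iron/xylenol orange as the 573 to 405 nm absorbance ratio. Arachidonic acid at 40 uM (final) was turned over for 30 min at room temperature by 150 nM human 12hLO, pH 7.0 Hepes buffer, after 15 min compound preincubation.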
* hit, by the source's call; u = inconclusive; [ ] = another dose, or the depositor's remark. On the % scale 0 is the no-effect control and ±100 the full control effect; potency means the concentration at half of the fitted maximal effect.

SMILES	12-LOX inh
Cc1ncc(S(C)(=O)=O)c(NCCn2nc(C)nc2C)n1	u
O=C1[C@H]2CN(Cc3ccc(C(F)(F)F)cc3)C[C@H]2C(=O)N1CCc1ccccc1	u
N#CC1(C#N)CC1(C#N)C(N)=O (configuration not stated)	u
Cc1ccc(NCc2cc3cccc(C)c3[nH]c2=O)c(C)c1	129.4%[activator]
CCCCCCCCS(=O)CCCCC(=O)O (configuration not stated)	22.5%
CCNC(=O)O[C@@H]1CO[C@H]2[C@@H]1OC[C@@H]2NCC1CCCCC1	19.7%[176 µM]
Cc1ccc([S+](=O)([O-])N2CCn3c(nn(-c4ccc(F)cc4)c3=O)C2)cc1	2.9%
CC(=O)c1ccc(NC(=O)NCCCN(C)CC(F)(F)F)cc1	-57.5%
Cc1nn(-c2ccc(F)cc2F)c2c1C(C(=O)c1ccc(C(C)C)cc1)CC(=O)N2 (configuration not stated)	-18.7%
CC(C)CCn1c(N2CCN(c3ccccc3)CC2)nc2c1c(=O)[nH]c(=O)n2C	13.6%
COc1ccc2c(C)c(CCC(=O)N3CCN(Cc4ccccc4)CC3)c(=O)oc2c1	-1.6%
COc1ccc(-c2nn(-c3ccccc3)cc2C2CC(c3cccs3)=NN2S(C)(=O)=O)cc1 (configuration not stated)	u
O=C(NCc1ccc(N2CCCCC2)cc1)C1CCCN(c2cn[nH]c(=O)c2)C1 (configuration not stated)	22.2%
COc1ccccc1-n1c(=O)c2sccc2n(CC(=O)NC(C)CCc2ccccc2)c1=O (configuration not stated)	3.6%
COc1ncccc1-c1nc(-c2c(C)noc2C)cc2c1cc(C)n2C	2.4%[176 µM]
CN(C)S(=O)(=O)N1CCCC(Cn2c(C3CC3)nc3cccnc32)C1 (configuration not stated)	0.4%
Cc1ccc(C)c(/C(O)=C2\C(=O)C(=O)N(c3nnc(C)s3)C2c2ccc(Br)cc2)c1 (configuration not stated)	u
NC(=O)c1cc(S(=O)(=O)NCC2CCN(Cc3ccccc3F)CC2)cs1	-2.2%
CCCc1c(-c2ccc(Cl)cc2)ncn1Cc1cccc(-c2ccccc2)c1	5.01µM*
C/C(=N/NC(=S)NC(C)C)c1ccncc1	u
O=C(c1cnc2c(c1)CCCC2)N1CCCn2nc(CO)cc2C1	51.7%[activator]
CCOc1ccccc1C1NC(=O)N(CC(=O)Nc2ccc(C)cc2)C2=C1C(=O)OC2 (configuration not stated)	-2.8%
CCNC(=O)N1CCC(Oc2ncccc2C(=O)N2CCCCC2)C1 (configuration not stated)	72.2%[activator]
Cc1ccc2c(C(=O)N3CCN(c4ccc(F)cc4)CC3)cc(NC(=O)C(C)C)cc2n1	15.9%
Cc1ccc(S(=O)(=O)Nc2nc3ccccc3nc2Nc2ccccc2)cc1C	8.7%
Cc1ccc2c(c1)nc1n2[C@@H](CNCc2nc3ccccc3n2C)COC1	98.1%[activator][176 µM]
Cc1ccc(Cl)cc1Nc1ncncc1-c1nc(-c2ccccc2)no1	43.4%[activator]
Cc1cc2cccc(C(=O)N[C@H]3CCOC[C@H]3C3CCOCC3)c2o1	-1.7%
N#Cc1ccc(CN2CCc3nc(N4CCc5ccccc5C4)[nH]c(=O)c3CC2)cc1	7.7%
CCN(Cc1ccccc1)C(=O)C1CCCN(C(=O)c2cccnc2)CCC(=O)NCC1 (configuration not stated)	42.6%[activator]
Cc1ccc(C(CNC(=O)c2cc(-c3cccs3)on2)N2CCOCC2)cc1 (configuration not stated)	u
CCc1cc(=O)n(CC(=O)N2CCCCC2CC)c(-c2ccccc2)n1 (configuration not stated)	42.0%[activator]
Cc1nc2cnc(N3CCNCC3)nc2n(Cc2cccs2)c1=O	70.3%
CSc1cccc(NC(=O)c2ccccc2C)c1	-2.0%
CC(=O)N1CCC(Cc2noc(C3CC3)n2)C1 (configuration not stated)	30.5%[activator]
COc1ccc(CCNC(=O)c2cccc(N3C(=O)CCS3(=O)=O)c2)cc1OC	0.1%
CC1CCCC(NC(=O)Cc2cccc3ccccc23)C1C (configuration not stated)	82.7%[activator]
CC(C)NC(=O)[C@@H]1C[C@@H](NC(=O)c2cnc3c(O)cccn3c2=O)CN1C	52.0%
O=C1NCCCCCN(Cc2cccnc2)[C@@H]2CN(C(=O)NCCc3ccccc3)CC[C@@H]12	43.1%
N#Cc1ccc(OCCCOc2ccc(C#N)cc2)cc1	u
Cn1c(-n2ncc(N3CCN(c4cccc(C(F)(F)F)c4)CC3)c(Cl)c2=O)nc2ccccc21	11.1%
Cc1cccc(NC(=O)c2cc(=O)c3cc(C)cc(C)c3o2)c1	-7.3%
COc1nccnc1NC1CCN(C(=O)Cc2ccccc2)CC1	9.9%
O=C(Cc1ccccc1)Nc1ccc([C@@H](O)[C@H]2COCC(=O)N2)cc1	39.3%[activator][176 µM]
O=C(NC1CC1)C(NCc1cccc(Cl)c1)c1ccc(F)cc1 (configuration not stated)	u
CC(C)c1ccc(C(=O)N2CCN(c3nc4ccccc4o3)CC2)cc1	-3.6%
FC(F)(F)c1ccc(CCNC(=S)NC2CC2)cc1	u
Cc1ccc(-c2nnc(C3CN(C(=O)c4ccoc4)CC34CCOCC4)o2)cc1 (configuration not stated)	32.1%
O=C(N[C@H]1[C@H](O)[C@H](O)C[C@@H]1c1ccc(C(F)(F)F)nc1)c1ccc2c(c1)OCCO2	4.8%[176 µM]
CCOC(=O)c1ccc(NC(=O)c2cc(N3CCCCS3(=O)=O)ccc2Cl)cc1	2.7%

Additional entries:
SMILES	12-LOX inh
CC(C)N1CCN(c2ccc3nnc(C4CCC4)n3n2)CC1	43.1%[activator]
COc1ccc(NC(=O)N[C@H]2C[C@@H](C(=O)N[C@H](Cc3c[nH]c4ccccc34)C(N)=O)N(C(C)=O)C2)cc1	4.7%
O=C(O)COc1ccc(-c2nccc3c2C(=O)N(Cc2cccc(C(F)(F)F)c2)CC(COc2ccccc2)O3)cc1 (configuration not stated)	41.8%
CC(=O)Nc1ccc(NC(=O)c2cn(C)c3ccccc23)cc1	23.7%
Cc1ccc2[nH]c(=O)c(CCC(=O)NC(C)C)cc2c1	32.6%
COCCNC(=O)CCc1ncc(-c2ccccc2Cl)o1	2.8%
COC(=O)[C@@H]1Cc2c([nH]c3ccccc23)[C@H]2C[C@@H](N3CCOCC3)C[C@@H](c3ccc(C(F)(F)F)cc3)N21	-17.2%
O=C(NCCN1CCOCC1)c1nn(Cc2ccccc2)c(=O)c2ccccc12	-5.8%
C=CCn1c(C(C)(C)Oc2ccc(Cl)c(C)c2)n[nH]c1=S	u
O=C(Nc1cccc(F)c1)N1CCC2(CC1)CCN(S(=O)(=O)c1ccccc1)CC2	-20.1%[57.4 µM]
CNC(=O)[C@@H]1CN(C(=O)c2sccc2C)C[C@H]1c1nc(COC)no1	71.5%[activator]
NNc1ccc(S(N)(=O)=O)cc1[N+](=O)[O-]	-3.9%
C[C@@H]1C(=O)O[C@H]2[C@H]1CC[C@@]1(C)Cc3sc(NS(=O)(=O)c4ccc(F)cc4)nc3[C@@H](C)[C@H]21	-20.2%
Fc1ccc(-c2ccc(CNCC3CCNCC3)o2)cc1	2.3%
COC(=O)c1sc(=S)n(-c2ccc(C(C)C)cc2)c1N	u
CN1CCC(NC(=O)C2(CCO)CCN(Cc3ccccc3)C2)CC1 (configuration not stated)	15.5%
COc1ccc(NC(=O)c2cc3c(n2C)CCN(Cc2ccc(F)cc2)C3)cc1	17.8µM*
COCCNC(=S)NCc1cccc(CNC(=S)NCCOC)c1	-17.2%
O=C(Cn1nc2n(c1=O)CCCC2)Nc1ccc(F)cc1	-0.6%
COC(=O)c1cccc(-n2c(C)cc(O)cc2=O)c1	0.9%

Two of the compounds above, as a markdown table:
| Molecule | 12-LOX inh |
| --- | --- |
| Cn1c(-n2ncc(N3CCN(c4cccc(C(F)(F)F)c4)CC3)c(Cl)c2=O)nc2ccccc21 | 11.1% |
| COc1ccc(NC(=O)c2cc3c(n2C)CCN(Cc2ccc(F)cc2)C3)cc1 | 17.8µM* |

Further entries follow.
SMILES	12-LOX inh
O=C(c1ccc(Cl)cc1)N1CCC(N(C(=O)C2CC2)C2CCOCC2)CC1	38.9%[activator]
C[S+](=O)([O-])N1Cc2ccccc2OC2(CCN(C(=O)Cc3cccc(O)c3)CC2)C1	12.8%[6.33 µM]
CCN(CC)c1cc(CCC(=O)N2CCC(C)CC2)ccn1	44.4%
CCOC(=O)C1CCC(CNC(=O)N2CCCC2c2cccc(C)c2)CC1 (configuration not stated)	9.5%
COC(=O)c1ccc(N2C[C@H]3OC(=O)N(Cc4ccccc4OC)[C@H]3C2)nc1	14.6%
COC[C@@H]1CN(Cc2ccc(C)o2)C[C@H]1C(=O)N(C)C	u
COc1cccc(CN2CCc3c(cc(C(=O)Nc4ccc(F)cc4C)n3C)C2)c1	26.8%
CCCCC(=O)N[C@H]1CC[C@@]23CCCN2C(=O)CCC[C@H]3[C@H]1Cc1ccccc1	-29.0%
O=C1CN(Cc2ccc(-c3cc(F)cc(F)c3)cc2)CCN1c1nccc(Cl)n1	29.1%
CCC(c1nnnn1-c1ccc2c(c1)OCCO2)N1CCN(c2ccc(C(F)(F)F)cc2[N+](=O)[O-])CC1 (configuration not stated)	-6.6%
Cc1ccc(C(=O)C(C)OC(=O)CCc2c[nH]c3ccccc23)cc1 (configuration not stated)	0.0%
COc1ccc(C2Cn3nnc(C(=O)N4CCC(C(=O)NCc5cccc(C)c5)CC4)c3CO2)cc1 (configuration not stated)	24.8%
O=[S+]1([O-])NC2(CCN(CC3CCCCC3)C2)CNc2ccccc21 (configuration not stated)	14.8%
Cc1c(-c2ccc(F)cc2)[nH]c2ccc(CNC(=O)CN3CCOC3=O)cc12	6.5%
CC(OC(=O)c1ccc(S(=O)(=O)Nc2ccccc2F)cc1)C(=O)N1CCCc2ccccc21 (configuration not stated)	9.1%
CSc1ccc(C(C2=C(O)CC(C)(C)CC2=O)C2C(=O)CC(C)(C)CC2=O)cc1 (configuration not stated)	u
O=C(Nc1ccc(Cl)cc1)c1cnc2ccccc2n1	9.9%
Cc1cc(C)c(NC(=O)c2nc3ccccc3nc2N2CCOCC2)c(C)c1	-0.8%
CC(=O)N[C@H]1CN(S(=O)(=O)N(C)Cc2ccccc2)C[C@@H]1C1CC1	4.6%
O=C(c1cc(Cl)ccc1F)N1CCC(Cc2nc(-c3ccc(F)cc3)no2)CC1	2.7%
O=C(c1c(OCC2CC2)cc(=O)n2c1CCOCC2)N1CCc2ccccc2C1	51.4%[activator]
Cn1nccc1C(=O)N1CCCC(c2noc(COc3ccccc3)n2)C1 (configuration not stated)	32.5%[activator]
CCc1nc2c(c(-c3ccc(OC)cc3)n1)CCN(CC1CC1)CC2	7.9%[6.33 µM]
CC(=O)Nc1ccc(CC(=O)N2CCCC(Cc3nncn3-c3ccccc3)C2)cc1 (configuration not stated)	18.0%
Cc1ccc(C(=O)N[C@@H]2CN(c3ccncn3)C[C@H]2CN(C)C)cn1	71.8%[activator]
O=C(CSCc1cccs1)NCC1CC1	61.7%[activator]
CC(=O)Nc1ccc(NC(=O)NC(C)C(C)C)cc1 (configuration not stated)	-0.6%
O=c1[nH]nc2n1CCCC2	47.2%[activator]
O=C(O)CSCc1cccnc1	u
COc1ccc(OC)c(NC(=O)c2cc(-c3ccc[nH]3)n[nH]2)c1	2.1%

Molecules shown so far that have a COOH group:
SMILES	12-LOX inh
CCCCCCCCS(=O)CCCCC(=O)O (configuration not stated)	22.5%
O=C(O)COc1ccc(-c2nccc3c2C(=O)N(Cc2cccc(C(F)(F)F)c2)CC(COc2ccccc2)O3)cc1 (configuration not stated)	41.8%
O=C(O)CSCc1cccnc1	u

(continued)
SMILES	12-LOX inh
CC1C(c2ccccc2)=[N+]([O-])C(C)(c2ccc(Cl)cc2)N1O (configuration not stated)	-8.5%
Cc1nc2ccccc2nc1CS(=O)(=O)C(C)C(=O)N1CCCC1 (configuration not stated)	-4.4%
COc1ccc(CNC(=O)N2CCC(c3noc(-c4cnccn4)n3)C2)cc1 (configuration not stated)	11.6%
CC1(C(=O)NC2CC2)CCCc2cnc(Nc3cccnc3)nc21 (configuration not stated)	7.4%[176 µM]
CCNC(=O)COC(=O)c1cc(Cl)cc(Cl)c1	-45.5%
COc1ccc(S(=O)(=O)Nc2cc(C(=O)O)ccc2C)cc1OC	u
CCCCc1nn(CC(=O)N2CCN(c3ccccn3)CC2)c(=O)n1CC	2.7%
CC(C)C[C@H]1CN(CCCC[C@@H]2CNC(=O)C(=O)N2CC2CCCCC2)C(=O)C(=O)N1CCc1ccccc1	-10.5%
Cc1ccc(NC(=O)CN(C)C(=O)c2oc3ccccc3c2C)cc1	u
COC(=O)C[C@@H]1CC[C@@H](NC(=O)C2CCC2)[C@@H](CO)O1	-0.2%
CC(C)(C)c1ccc(C(=O)NC(Nc2cccc(C(F)(F)F)c2)C(Cl)(Cl)Cl)cc1 (configuration not stated)	-14.0%

A few values from the entries so far:
CCN(Cc1ccccc1)C(=O)C1CCCN(C(=O)c2cccnc2)CCC(=O)NCC1 (configuration not stated) in 12-LOX inh has 42.6%[activator]
Cc1ccc(-c2nnc(C3CN(C(=O)c4ccoc4)CC34CCOCC4)o2)cc1 (configuration not stated) in 12-LOX inh has 32.1%
CC(=O)Nc1ccc(NC(=O)NC(C)C(C)C)cc1 (configuration not stated) in 12-LOX inh has -0.6%

Quoted at random: 6 records from the list.
SMILES	12-LOX inh
CC1C(c2ccccc2)=[N+]([O-])C(C)(c2ccc(Cl)cc2)N1O (configuration not stated)	-8.5%
CC(C)(C)c1ccc(C(=O)NC(Nc2cccc(C(F)(F)F)c2)C(Cl)(Cl)Cl)cc1 (configuration not stated)	-14.0%
CCCCc1nn(CC(=O)N2CCN(c3ccccn3)CC2)c(=O)n1CC	2.7%
COc1ccc(CNC(=O)N2CCC(c3noc(-c4cnccn4)n3)C2)cc1 (configuration not stated)	11.6%
Cc1ccc(NC(=O)CN(C)C(=O)c2oc3ccccc3c2C)cc1	u
COc1ccc(S(=O)(=O)Nc2cc(C(=O)O)ccc2C)cc1OC	u

Screens: PubChem BioAssay, National Center for Advancing Translational Sciences (NCATS)

This is a subset. The share of hits here may be higher or lower than overall.
